Screening results (PubChem)
SMARCA2 activ – activators of SMARCA2 function. AID 652017. hit rate 1% among 370,000. MG213 cells, MMTV-luciferase reporter, dexamethasone, overnight. activation, % at 9.1 µM; in the data active = activation above about 7.8%;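 note: 0% = vehicle wells and 100% = reference activator wells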
ADAM17 inh – inhibits human ADAM17 | P78536 | inhibition, % at 6.95 µM | recombinant ADAM17, EDANS/DABCYL FRET peptide cleavage | hit rate 0.83% among 370,000;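 active = inhibition above the mean of compounds lying between control limits plus 3 SD, set per campaign, cut at about 8.5% in these data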;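 note: 0% = DMSO-only wells as the low control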
PG9 Ab binder – binds the HIV-1 gp120 antibody PG9; TR-FRET gp120-PG9 antibody binding; inhibition, % at 6.7 µM; hit rate 0.43% among 360,000; AID 624416; in the data active = inhibition above about 8.5%
DAX1 inh-1 – inhibitors of human orphan nuclear receptor DAX1 (NR0B1). P51843. AID 504766. HEK293 Gal4-DAX1 luciferase reporter, luminescence. inhibition, % at 6.75 µM. hit rate 0.99% among 340,000;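 active = inhibition above the mean over all tested compounds plus 3 SD, cut at about 4.2% in these data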;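 note: 0% = DAX1-transfected cells with DMSO and 100% = empty-vector control cells with DMSO; inhibition shows as a rise in luminescence from relieved DAX1 repression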
DAX1 inh-2 – blocks DAX1 repression of SF-1 activated StAR promoter | inhibition, % at 6.8 µM | HEK293T StAR-luciferase reporter, SF-1/DAX-1 repression relief | hit rate 1.1% among 370,000 | AID 652010;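 active = inhibition above the mean over all tested compounds plus 3 SD, cut at about 3.6% in these data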;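 note: 0% = DAX-1 cells with DMSO and 100% = cells lacking DAX-1 with DMSO; higher inhibition means more luminescence from relief of DAX-1 repression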
hcDAF12 agonist – activators of H. contortus DAF-12 nuclear receptor; activation, % at 6.8 µM; HEK293 hcDAF-12 lit1-tk-luc reporter, luminescence; 0% DMSO, 100% Δ7-dafachronic acid; hit rate 1.4% among 370,000;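 active = activation above the mean of all tested compounds plus 3 SD, cut at about 5.5% in these data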;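 note: 100% = response to 3 µM Δ7-dafachronic acid high control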
GC-A act – GC-A (human) enzyme activation; hit rate 0.14% among 370,000; P16066; activation, % at 10 µM; HEK293 GC-A cells, cGMP TR-FRET, EC30 ANP; 0% at EC30 ANP, 100% saturating ANP; AID 1671463; in the data active = activation above about 40%
Target sequence (P16066 whole entry, looked up): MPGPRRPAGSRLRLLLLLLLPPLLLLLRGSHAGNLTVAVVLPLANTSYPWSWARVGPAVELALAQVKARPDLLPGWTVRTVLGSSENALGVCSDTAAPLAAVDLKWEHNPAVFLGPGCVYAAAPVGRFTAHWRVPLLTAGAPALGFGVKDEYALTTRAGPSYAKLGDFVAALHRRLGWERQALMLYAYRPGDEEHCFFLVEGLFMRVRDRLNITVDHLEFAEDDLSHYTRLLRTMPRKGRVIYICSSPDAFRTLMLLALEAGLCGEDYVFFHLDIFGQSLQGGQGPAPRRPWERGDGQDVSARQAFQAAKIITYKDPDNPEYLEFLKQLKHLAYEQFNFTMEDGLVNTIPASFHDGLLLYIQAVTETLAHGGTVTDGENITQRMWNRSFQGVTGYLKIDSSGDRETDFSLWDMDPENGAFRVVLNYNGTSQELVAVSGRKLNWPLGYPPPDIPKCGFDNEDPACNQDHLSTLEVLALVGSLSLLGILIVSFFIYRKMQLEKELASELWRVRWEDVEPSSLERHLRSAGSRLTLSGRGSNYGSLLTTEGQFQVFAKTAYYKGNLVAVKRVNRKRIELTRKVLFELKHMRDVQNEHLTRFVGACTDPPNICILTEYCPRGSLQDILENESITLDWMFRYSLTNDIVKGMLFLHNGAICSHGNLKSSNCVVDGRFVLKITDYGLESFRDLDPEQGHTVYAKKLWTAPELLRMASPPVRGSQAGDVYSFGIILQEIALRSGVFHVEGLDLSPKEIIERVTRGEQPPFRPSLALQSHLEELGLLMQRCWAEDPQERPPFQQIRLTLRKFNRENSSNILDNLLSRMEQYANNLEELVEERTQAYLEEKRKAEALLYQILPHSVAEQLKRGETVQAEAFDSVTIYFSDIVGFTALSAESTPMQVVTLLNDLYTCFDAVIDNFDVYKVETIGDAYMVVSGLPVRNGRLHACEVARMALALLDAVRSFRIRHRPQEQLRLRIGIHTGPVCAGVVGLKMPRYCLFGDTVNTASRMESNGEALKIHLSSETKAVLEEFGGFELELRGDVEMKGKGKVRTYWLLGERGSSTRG
ssDAF-12 act – activators of S. stercoralis DAF-12 nuclear receptor; HEK293 ssDAF-12/GRIP1 lit1-tk-luc reporter, luminescence; % of 3 µM dafachronic acid response; activation, % at 6.8 µM; hit rate 1% among 370,000;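 active = activation above the mean over all tested compounds plus 3 SD, cut at about 0.9% in these data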;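 note: 0% = DMSO-only wells and 100% = 3 µM delta7-dafachronic acid wells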
ADAM10 inh – inhibitors of human ADAM10. recombinant ADAM10, EDANS/DABCYL FRET peptide cleavage, 3 h. inhibition, % at 7 µM. hit rate 0.62% among 370,000. AID 720582;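 active = inhibition above a per-campaign cutoff equal to the mean of compounds falling between control-based bounds plus 3 SD, cut at about 20% in these data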;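 note: 0% = DMSO wells while the 100% control is not disclosed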
GAA850 FXN act – frataxin GAA850 promoter activation | HEK293 lucGAA850 FXN promoter luciferase reporter, 24 h; percent of 10 µM SAHA response | activation, % at 6 µM | hit rate 0.56% among 360,000;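 active = activation above the average of all compounds screened plus 3 SD, cutoff fixed separately per campaign, cut at about 7.5% in these data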;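 note: 0% = DMSO wells and 100% = 10 µM SAHA wells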
hgDAF-12 ag – activates the H. glycines DAF-12 receptor ligand-binding domain; HEK293 GAL4-hgDAF12 UAS-luciferase reporter, agonist luminescence; normalized to butyrate control; activation, % at 6.8 µM; hit rate 1.8% among 370,000;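 active = activation above a cutoff set at the mean of all screened compounds plus 3 SD, cut at about 10% in these data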;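 note: 0% = DMSO wells and 100% = sodium butyrate wells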
Active calls of the source: *; i = inactive; nt = no result given. Rows are unselected; about 6.8% have a hit in one of these screens.

SMILES | SMARCA2 activ | ADAM17 inh | PG9 Ab binder | DAX1 inh-1 | DAX1 inh-2 | hcDAF12 agonist | GC-A act | ssDAF-12 act | ADAM10 inh | GAA850 FXN act | hgDAF-12 ag
COC(=O)CCC(=O)Nc1ccc(OC)cc1 | 0 | -2 | 1.6 | -0.4 | -0.1 | 2.5 | 0 | -0.7 | 3 | 0.3 | 1.1
COc1cc2c(cc1Cl)/C(=C\CCN(C)C)c1ccccc1S2 | -2 | -4 | 0.6 | -1.6 | 0.5 | -2.7 | -39 | 0.3 | -10 | -2.2 | 0.5
COc1ccc(Cl)cc1S(=O)(=O)N1CCCC(C(=O)NCc2ccccc2)C1 (stereo not given) | -3 | -2 | 1.3 | 0.4 | -2.3 | -1.5 | 2 | -1.0 | -12 | -2.3 | -3.0
CCCCC(=O)N(C)c1c(CC)nc2c(OCC(=O)C(C)(C)C)cccn12 | -3 | -5 | 0.8 | nt | 0.0 | -0.9 | 5 | -1.0 | -9 | 1.6 | 2.0
Cc1nc(N)c(CC(Br)CBr)c(Cl)n1 (stereo not given) | -4 | 0 | -1.1 | 1.5 | -0.1 | -1.5 | 2 | -2.0 | 6 | -1.0 | 0.8
CN(CCCNC(=O)c1ccc(CS(=O)c2ccc(Br)cc2)o1)Cc1ccccc1 (stereo not given) | -1 | -2 | -1.4 | -0.1 | -0.9 | -1.4 | -5 | -0.2 | 1 | 0.3 | 0.0
Fc1cccc(Cl)c1CSc1ccc(-c2cccnc2)nn1 | 4 | 5 | 1.0 | 0.9 | 1.1 | 0.5 | 2 | -1.9 | 14 | 1.6 | 6.5
CN(C)c1ccc(N2CN=C3SCC(=O)N3C2)cc1 | 4 | -2 | -17 | 0.7 | -0.5 | -0.4 | -6 | -1.1 | -2 | -0.1 | 1.1
CCc1nnc(NC(=O)CSc2nnc(CNc3ccc(F)cc3)n2C2CCCCC2)s1 | -2 | -5 | 2.5 | -0.6 | 0.2 | 0.1 | 0 | -1.2 | 2 | 3.3 | 0.1
O=S(=O)(Nc1ccccc1O)c1ccc(Cl)nc1 | -5 | -5 | 0.7 | -1.7 | 0.5 | -1.2 | 1 | -1.8 | -9 | 1.0 | -1.1
COC(=O)Cc1nnn2c1[C@H](C)[C@H](c1ccccc1Br)OCC2 | -2 | -3 | 1.3 | nt | -0.8 | -1.4 | -4 | -1.4 | -5 | nt | -0.7
COc1ccc(NC(=O)NNC(=O)c2ccc3ccccc3c2O)cc1OC | 2 | -161 | -0.1 | -0.6 | -1.0 | -1.5 | 4 | -1.4 | -486 | 0.0 | -1.4
O=c1[nH]c2cnn(-c3ccccc3)c2c(=O)n1O | 0 | -4 | -3.1 | 1.0 | 0.0 | 0.9 | -2 | 0.4 | -1 | 0.7 | 4.6
COc1cc(/C=N/NC(=O)CCN2CCCCC2)ccc1O | 7 | -9 | -3.7 | 1.8 | -0.5 | -0.8 | -3 | -0.9 | -34 | -0.3 | 1.0
N#CCCN(Cc1cccs1)C(=O)Nc1ccc(F)cc1 | -4 | -4 | 2.7 | 2.0 | 0.7 | -1.1 | 1 | -1.3 | -1 | 0.2 | -0.7
Cc1ccc(NC(=O)CCNS(=O)(=O)c2cccc3nsnc23)cc1F | 2 | 3 | -1.4 | 0.2 | -0.2 | -2.3 | -5 | -1.3 | -6 | 0.8 | -1.8
O=C(/C=C/c1ccc2c(c1)OCO2)NCc1cn2cc(Cl)ccc2n1 | -2 | -39 | 2.4 | -0.6 | 0.8 | 0.1 | 6 | -1.1 | -120 | 1.5 | 1.6
Cc1nc2ccccc2c2oc(C(=O)NCc3ccccn3)cc12 | -2 | -8 | 0.6 | 0.5 | -1.4 | -0.7 | 3 | -1.7 | -3 | -1.2 | -0.2
CCOc1ccc(Cl)cc1/C=N/NC(N)=O | -3 | -2 | -2.5 | 2.2 | 0.3 | 0.3 | -1 | -2.3 | -3 | 0.2 | -0.9
Cc1c(Cl)cccc1Nc1n[nH]c(=S)s1 | 4 | -4 | 1.5 | -0.6 | -0.9 | -1.1 | 2 | -1.5 | -11 | -2.0 | -1.3
CC(C)N1CCC(NC(=O)Nc2ccc3c(c2)OCO3)CC1 | 0 | 0 | -0.4 | 2.0 | 0.5 | -0.2 | 0 | -1.0 | -8 | 3.3 | 5.3
Cc1cccc(OCc2nnc(NC(=O)c3cccs3)s2)c1 | -3 | -4 | 4.1 | 0.1 | -0.1 | -1.2 | -2 | -1.8 | -15 | -0.9 | 1.1
Cc1cc(NC(=O)c2nn3cccnc3c2Cl)no1 | 6 | -4 | -0.1 | 0.3 | 3.1 | 2.3 | 1 | 0.7 | -12 | 3.8 | 14*
Cc1ccc(OC(=O)CN2C(=O)c3ccccc3C2=O)cc1C | 0 | 0 | -3.9 | 1.3 | 0.0 | -0.5 | -2 | -1.3 | 4 | -1.6 | -1.0
O=C(NCc1ccco1)/C(=C\c1ccco1)NC(=O)c1ccc(Br)o1 | -1 | -2 | -0.6 | 0.1 | 0.4 | -1.9 | 0 | -0.4 | -1 | 2.2 | 0.0

Next part
SMILES | SMARCA2 activ | ADAM17 inh | PG9 Ab binder | DAX1 inh-1 | DAX1 inh-2 | hcDAF12 agonist | GC-A act | ssDAF-12 act | ADAM10 inh | GAA850 FXN act | hgDAF-12 ag
CCC(=O)Nc1ccc(NC(=S)NC(=O)/C=C/c2ccccc2)cc1 | -1 | 3 | -0.9 | -1.9 | -0.9 | 1.2 | -7 | -1.1 | 9 | -2.1 | -1.0
COc1ccc(NC(=S)N(CCCN2CCCC2)Cc2cccn2Cc2ccc(Cl)cc2)cc1Cl | -1 | 1 | 0.2 | -0.8 | 0.0 | -1.4 | -28 | -2.1 | 3 | -4.8 | -0.3
COc1ccc(NC(=O)COC(=O)C2CCC(C(C)(C)C)CC2)c([N+](=O)[O-])c1 (stereo not given) | -4 | -2 | -0.4 | -1.0 | 0.1 | -0.1 | 1 | -1.6 | -4 | 0.7 | 0.0
C=C(C)CC1N(c2cccc(OC)c2)C(=O)[C@@H]2C(C(=O)O)[C@H]3C=C[C@@]12O3 (stereo not given in full) | 5 | -1 | -2.4 | -0.7 | -0.6 | -1.3 | 3 | -0.7 | -1 | -1.3 | 0.6
COc1ccc(S(=O)(=O)N2CCN(CC(=O)NCCc3cccs3)CC2)cc1 | -1 | -2 | -1.8 | -1.0 | 0.4 | -0.3 | -8 | -0.5 | -9 | -1.7 | 1.7
CCc1nc2ccc(C(=O)Nc3cccc(OCC(=O)N(C)C)c3)cn2c1N(C)C(=O)c1ccncc1 | -2 | -3 | 0.0 | nt | -0.1 | -0.6 | 4 | -0.8 | -9 | -3.0 | -2.6
CCOC(=O)c1ccc(NC(=O)Nc2cccc(C)n2)cc1 | -1 | -2 | -2.2 | 0.3 | -0.2 | 0.1 | -3 | -0.4 | -1 | 2.1 | -0.6
Cc1c(Cc2ccccc2)c(=O)oc2cc(OCc3nn[nH]n3)ccc12 | 1 | -261 | 0.1 | 0.0 | 0.7 | 1.7 | 3 | -1.0 | i | 0.6 | 0.5
COc1ccc(C(=O)c2ccccc2CN2C(=O)c3ccccc3C2=O)cc1 | -2 | -6 | 0.3 | -0.4 | 0.0 | -1.3 | -2 | -1.0 | -10 | -0.1 | 5.3
Cc1cc(NC(=O)CSc2nc(-c3ccco3)cc(C(F)(F)F)n2)no1 | 0 | -5 | 5.7 | -3.4 | -1.3 | -0.2 | -1 | -0.5 | -12 | 5.4 | 1.6
COC(=O)c1[nH]c2cc(C)ccc2c1NC(=O)CN1CCN(C(=O)c2ccco2)CC1 | -3 | -12 | -0.2 | -0.6 | 0.2 | 2.2 | 6 | -0.6 | -37 | 1.5 | 0.2
CCCCOc1ccc(C(=O)Nc2cccc(-n3cnnn3)c2)cc1OC | -3 | -1 | -0.5 | -0.1 | -0.4 | -0.4 | 3 | -1.5 | 3 | 0.8 | -1.3
CC(=O)c1cccc(NC(=O)c2ccc3c(=O)n4c(nc3c2)CCCCC4)c1 | 4 | -2 | -0.7 | -0.8 | -1.3 | -1.3 | -1 | -2.1 | 11 | -0.6 | -0.1
COCCNC(=O)c1onc(CSc2cccc(Cl)c2)c1C(=O)O | 0 | -4 | 0.5 | 0.7 | -0.6 | -0.8 | 4 | -0.9 | -1 | 2.3 | 0.2
CCOC(=O)C(=O)C1=C(N2CCOCC2)/C(=C\c2ccc(F)cc2)CC1 | 4 | -4 | -2.8 | 0.6 | 0.1 | 0.5 | 3 | -1.3 | -7 | 7.6* | -2.5
COc1cc(CCN=Cc2cc(Cl)cc(Cl)c2O)c([N+](=O)[O-])cc1OC | -1 | -4 | 0.8 | nt | -0.4 | 0.2 | 3 | -1.2 | -16 | nt | -2.0
Cc1c(-c2cccc(Cl)c2)nc2ccccc2c1C(=O)OCC(=O)N(C)C1CCS(=O)(=O)C1 (stereo not given) | 1 | -4 | 0.4 | -0.9 | -1.4 | -0.5 | 5 | -1.3 | -9 | -0.3 | -3.4
COC(=O)c1cc(C#N)c(=O)[nH]c1C | -1 | -7 | -1.4 | -0.3 | 0.0 | 1.9 | 3 | -1.3 | -4 | 4.3 | 0.7
Oc1ccc(Br)cc1-c1ccn[nH]1 | 0 | 3 | -2.8 | 1.0 | -0.2 | 0.4 | 4 | -0.3 | 9 | 2.8 | 7.1
CCn1c(C)nc2cc(C(=O)NN=Cc3ccc([N+](=O)[O-])cc3)ccc21 | -2 | -5 | 0.1 | 0.3 | 0.5 | -1.2 | -1 | -1.0 | -9 | 2.1 | -3.2
COC(=O)CC/C(=N/Nc1ccc(Cl)c(Cl)c1)C(=O)OC | -2 | 0 | 4.1 | 1.1 | -0.5 | -1.2 | 8 | -1.9 | -3 | -0.2 | -0.7
COc1cccc(CNC(=O)c2cc(S(=O)(=O)N3CCCCC3)ccc2C)c1 | -4 | -2 | 0.5 | 0.0 | 0.6 | -2.1 | 6 | -1.1 | -7 | -1.3 | -0.5
CC(O)(c1ccc(F)c(F)c1)c1nc(-c2csc3ccccc23)cs1 (stereo not given) | 0 | 6 | -2.4 | nt | -0.4 | 0.3 | -2 | -1.7 | 8 | -3.0 | 2.2
CC(C)Cn1c(-c2ccccc2)nc(=S)c2c1CCCC2 | -1 | 0 | -0.4 | 1.9 | 0.8 | 0.4 | 5 | -0.6 | 0 | 0.5 | -0.2
O=C(Nc1ccccc1C(=O)N1CCCC1)c1cccc(S(=O)(=O)N2CCCCCC2)c1 | 1 | -1 | -3.0 | 0.2 | -0.3 | -2.2 | 2 | -1.0 | 2 | -1.2 | 0.3
O=C(/C=C/c1ccc(Br)o1)NCCCN1CCOCC1 | 0 | -3 | -0.8 | -0.7 | 0.2 | -0.4 | 0 | -1.2 | -3 | 2.0 | -1.5
COc1cc(OC)cc(C(=O)NCC(=O)NCc2ccccn2)c1 | 4 | -2 | 0.1 | -0.2 | -0.7 | -1.2 | -1 | -1.3 | 1 | -0.6 | 1.1
CC(CCc1ccccc1)NS(=O)(=O)c1ccccc1 (stereo not given) | -1 | -3 | -0.2 | -1.0 | -0.2 | -0.9 | 2 | -0.7 | -8 | 0.2 | 1.1
